High-throughput results (PubChem)
LMNA splice mod: qHTS Assay for Modulators of Lamin A Splicing. hit rate 0.01% among 200,000. Potency, µM (titrated, usually from 46.1 µM), inactives show top-dose ratio change, negative = inhibition, usual class: inhibitors. HeLa LMNA splicing GFP/RFP minigene ratio, 48 h; active means well fitted inhibition curve with a large enough effect in the signal ratio, with a control signal flat, not every such curve was filed as active; inconclusive means small, poorly fitted or top-dose-only effect, or effect the other way, or a change in a side signal; the % refers to the signal ratio; further: potency means the concentration at half of the fitted maximal effect; on the % scale 0 is the no-effect control and ±100 the full control effect
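S3 HeLa cells stably expressing lamin A-EGFP splicing minigene plus DsRed2, 600 cells/well, 48 h compound exposure at 37C. Laser-scanning cytometry; analysed as GFP (500-530 nm)/RFP (575-640 nm) total intensity ratio; 0.5% DMSO vehicle.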
CBFb RUNX1 block: qHTS Assay for Compounds Blocking the Interaction Between CBF-beta and RUNX1 for the Treatment of Acute Myeloid Leukemia. Runt-related transcription factor 1 (Homo sapiens) + Core-binding factor subunit beta …. AlphaScreen CBFb-His/RUNX1-biotin binding, biochemical. Potency, µM (top dose mostly 59.8 µM), for inactives: top-dose activity, negative = inhibition, usual class: inhibitors. 230,000 tested, under 10 active; further: % of control where 0% means no effect
Target sequence (Q01196 whole entry, looked up): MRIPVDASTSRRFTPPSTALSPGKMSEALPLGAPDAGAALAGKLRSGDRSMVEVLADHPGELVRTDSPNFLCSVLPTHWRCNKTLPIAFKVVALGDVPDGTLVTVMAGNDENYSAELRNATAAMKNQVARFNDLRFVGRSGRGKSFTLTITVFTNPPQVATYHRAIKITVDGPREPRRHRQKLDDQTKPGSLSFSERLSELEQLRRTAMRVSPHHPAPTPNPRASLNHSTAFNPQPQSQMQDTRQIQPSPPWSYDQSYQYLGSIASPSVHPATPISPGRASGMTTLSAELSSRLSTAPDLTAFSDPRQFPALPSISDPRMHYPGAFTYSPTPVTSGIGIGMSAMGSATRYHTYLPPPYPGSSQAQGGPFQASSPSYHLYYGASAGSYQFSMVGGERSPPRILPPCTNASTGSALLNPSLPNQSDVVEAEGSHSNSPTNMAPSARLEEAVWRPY
Target sequence (Q13951 whole entry, looked up): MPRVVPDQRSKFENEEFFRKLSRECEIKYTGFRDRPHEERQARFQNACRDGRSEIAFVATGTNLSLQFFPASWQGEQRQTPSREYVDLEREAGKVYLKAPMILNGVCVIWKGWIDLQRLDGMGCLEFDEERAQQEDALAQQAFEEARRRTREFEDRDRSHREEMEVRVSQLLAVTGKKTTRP
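Read-out: AlphaScreen. Format: His-CBF-beta with biotinylated RUNX1 (30 nM each) preincubated 20 min, compound 15 min, Ni-chelate plus streptavidin beads 90 min; room temperature throughout.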
SMN2 splice up: qHTS Assay for Enhancers of SMN2 Splice Variant Expression. HEK293 SMN2-luciferase splicing reporter, luminescence, 30-36 h. Potency, µM (top dose mostly 46.1 µM), for inactives: top-dose activity change, positive = activation, hits mostly activators. hit rate 2.8% among 210,000; further: potency means the concentration at half of the fitted maximal effect; % of control where 0% means no effect; nearly all actives have a fitted effect of over 55% in size
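HEK293 cells carry an SMN2 […]–luciferase reporter in which exon 7 inclusion puts luciferase in frame. Cells were plated 10-12 h before compound addition, then incubated 30-36 h at 37C. ONE-Glo luminescence was read; sodium butyrate at 4.5 mM final served as control.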
HttQ103 aggreg: qHTS Multiplex Assay to Identify Dual Action Probes in a Cell Model of Huntington: Aggregate Formation (GFP); PC12 HttQ103-GFP aggregates, Acumen cytometry, 40 h; Potency, µM (highest dose often 46.1 µM), for the others: top-dose activity change, negative = inhibition, hits mostly inhibitors; hit rate 1.1% among 220,000; AID 1688, 2009; further: potency means the concentration at half of the fitted maximal effect; on the % scale 0 is the no-effect control and ±100 the full control effect; nearly all actives have a fitted effect of over 60% in size
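Using laser scanning cytometry, GFP-positive aggregates were counted after lysis of PC12 cells induced with 100 nM tebufenozide to express HTT exon 1 Q103–GFP. Compounds were tested in titration.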
Luc counter: Counterscreen for Luciferase (Kinase-Glo TM) Inhibition; Luciferin 4-monooxygenase (Photuris pensylvanica), Q27757; Kinase-Glo luciferase, ATP luminescence, 8 min; Potency, µM (top dose mostly 38.3 µM), inactives show top-dose activity change, negative = inhibition, actives largely listed as inhibitors; hit rate 0.28% among 200,000; AID 1379, 2008; further: potency means the concentration at half of the fitted maximal effect; on the % scale 0 is the no-effect control and ±100 the full control effect; nearly all actives have a fitted effect of over 60% in size
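Compound is pinned into ATP-containing buffer (10 uM ATP, imidazole pH 7.2, 7 mM MgCl2). Kinase-Glo luciferase reagent is then added. Light output is recorded following an 8-min room-temperature incubation.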
IMPase Li inh: qHTS Assay for Identifying the Cell-Membrane Permeable IMPase Inhibitors: Potentiation with Lithium; CHO-M1 cells, IP1 TR-FRET (IP-One), carbachol + lithium; Potency, µM (top dose mostly 59.4 µM), without a hit: top-dose activity, negative = IMPase inhibition, most hits filed as inhibitors; hit rate 0.35% among 210,000;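 further: IP1 builds up when IMPase is blocked and the TR-FRET signal falls; potency means the concentration at half of the fitted maximal effect; plate controls were basal vehicle for no effect and high inhibitor control for full effect; nearly all actives have a fitted effect of over 50% in size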
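CHO cells stably expressing M1 receptor (2000/well) were cultured 16–30 h, then exposed to compounds with a small lithium addition for 30 min at 37C. IP1 was measured by TR-FRET competition; AC50 from Hill fits.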
HTT ATP protect: qHTS Multiplex Assay to Identify Dual Action Probes in a Cell Model of Huntington: Cytoprotection (ATP). AID 1471, 2008. PC12 HTT-Q103 induced, cytoprotection, ATP luminescence, 40 h. hit rate 0.14% among 230,000. Potency, µM (highest dose often 56.4 µM), without a hit: cytoprotection (ATP increase), usual class: activators;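 further: potency means the concentration at half of the fitted maximal effect; % of control where 0% means no effect; nearly all actives have a fitted effect of over 45% in size; toxic huntingtin expression switched on by the ecdysone agonist tebufenozide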
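Huntington model: PC12 line, ecdysone-inducible HTTQ103 exon1–GFP, tebufenozide 100 nM. Test articles in a dose series. Endpoint luminescence from cellular ATP.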
* = called active by the depositor; u = inconclusive; x = not tested or not shown; & = joins results of further samples; [ ] = another dose, or the depositor's remark. Unless noted, the call rests on the fitted dose curve; in most records, active means well fitted curve in the direction sought with a large enough effect; inconclusive means small, poorly fitted or top-dose-only effect, or another doubt; inactive means no such curve, though single readings can be large; an effect the other way counts as inactive or inconclusive.

Values run as follows: LMNA splice mod	CBFb RUNX1 block	SMN2 splice up	HttQ103 aggreg	Luc counter	IMPase Li inh	HTT ATP protect
1	CC(C)CNS(=O)(=O)c1ccc(CCC(=O)N2CCN(c3ccc(F)cc3)CC2)cc1
 : u	-2%	-36%[inhibitor]	-26%	5%	3%	-16%
2	COc1cc(OC)cc(-n2nnnc2SCC(=O)Nc2nc3c(s2)CCCC3)c1
 : -12%	-10%	3%	15%	-6%	13%[38.3 µM]	-2%
3	Nc1c(C(=O)Nc2ccccc2)c2nc3ccccc3nc2n1CCCN1CCOCC1
 : x	u	x	-6%[9.22 µM]	x	x	-6%[10 µM]
4	O=C(Nc1ccc(Cl)cc1)c1sccc1-n1cccc1
 : x	-4%	-19%	-15%	4%	26%	18%
5	COc1ccc(C2C(C(=O)OCC3CCCO3)=C(C)NC3=C2C(=O)CC(c2ccco2)C3)cc1O (centres undefined)
 : 2%	-8%	19%	27%	1%	0%[38.3 µM]	12%
6	Nc1nonc1-n1nnc(C(=O)N/N=C/c2ccccc2)c1CSc1ccccc1
 : x	11%	x	-16%[9.22 µM]	x	x	0%[10 µM]
7	COc1ccc(COc2cc(-c3cccc(OC)c3)nc3ccc(NC(=O)c4cccnc4)cc23)cc1
 : u	-18%&-29%	-26%	12%	4%[39.9 µM]	12%&4%	-94%
8	C=C(C)C1CC=C(C)/C(=N/NC(=O)c2ccc(NC(=O)c3cccc(C)c3)cc2)C1 (centres undefined)
 : 6%	1%	-35%[inhibitor]	-4%	0%	16%[38.3 µM]	-59%[inhibitor]
9	CCc1cc2c(=O)c(-c3cnn(-c4ccccc4)c3)c(C(F)(F)F)oc2c(CN(C)C)c1O
 : -13%	1%	-32%[inhibitor]	9%	-1%	-10%	-13%[10 µM]
10	COc1ccc(Cc2nn3c(-c4ccccc4OC)nnc3s2)cc1
 : -26%	-1%	u	u	1%	22%[38.3 µM]	-11%
11	CC(=NCc1ccc2c(c1)OCO2)C1=C(O)c2ccccc2C1=O
 : u	6%	u	-33%	1%	26%[38.3 µM]	-25%
12	Cc1nc2c3cc(F)ccc3n(Cc3ccccc3)c2s1
 : -7%	29%	-5%	u	3%	8%	-16%[10 µM]
13	c1cncc(-c2nc(NCC3COc4ccccc4O3)c3ccccc3n2)c1 (centres undefined)
 : -21%	0%	-2%	u	-2%	46%[activator][38.3 µM]	22%[10 µM]
14	CC(=O)N1CCN=C1SCc1ccccc1
 : -14%	0%	-4%	-1%	0%	15%[38.3 µM]	1%
15	O=C(c1ccccc1F)N(Cc1nc2ccccc2c(=O)[nH]1)C1CCCC1
 : x	2%	x	-10%[9.22 µM]	-1%	5%	4%[10 µM]

Values run as follows: LMNA splice mod	CBFb RUNX1 block	SMN2 splice up	HttQ103 aggreg	Luc counter	IMPase Li inh	HTT ATP protect
16	c1sc2[n+](c1C13CC4CC(CC(C4)C1)C3)CCS2
 : u	-3%	-31%[inhibitor]	2%	-1%	9%	x
17	O=c1cc(-c2cccc(O)c2)oc2c(O)c(O)ccc12
 : x	u	x	x	0%	15%	11%[1.9 µM]
18	CCC(C(=O)Nc1ccc(OC)c(Cl)c1)c1ccccc1 (centres undefined)
 : u	2%	-10%	-3%	-1%	14%	34%[0.074 µM]
19	N#CC1=C(N)Oc2n[nH]c(-c3cccs3)c2C1c1ccco1 (centres undefined)
 : 21%	-1%	25%	26%	-3%	17%[38.3 µM]	-31%[10 µM]
20	COc1ccc(C(=O)N=c2c(C#N)cc3c(=O)n4cccc(C)c4nc3n2Cc2ccco2)cc1
 : 8%	-1%	-8%	-8%[9.22 µM]	1%	21%[38.3 µM]	-20%
21	Cc1cccc(C)c1NC(=O)CSc1nc(COc2ccccc2)nc2ccccc12
 : 5%	-4%	-11%	9%	3%	u	-48%[inhibitor]
22	CCOC(=O)C1=C(O)/C(=C/c2ccc(CNC(=O)C(=O)Nc3ccc(C)cc3)o2)N=C1C
 : 6%	0%	-12%	-5%	13%	31%[38.3 µM]	-18%
23	O=C(CSc1nnc(CNC(=O)c2ccccc2F)o1)Nc1ccc2c(c1)OCO2
 : x	1%	-9%	3%	-1%	3%	-24%
24	CCC(c1nnnn1Cc1ccco1)N1CCN(C(=O)c2ccco2)CC1 (centres undefined)
 : -4%	4%	3%	-4%	-3%	-13%[38.3 µM]	-13%
25	CCCSc1nnc2n(C)c(=O)c3c4c(sc3n12)CCC4
 : -1%	5%	10%	23%[9.22 µM]	-4%	25%[38.3 µM]	-8%
26	O=S(=O)(NCc1ccc2c(c1)OCO2)c1cccc2cccnc12
 : u	12%	-10%	-2%	-3%	-1%[38.3 µM]	0%
27	Cc1ccc(C(=O)OCc2c(C)noc2C)cc1NC(=O)c1ccco1
 : x	-1%	24%	-22%	-3%	4%	-48%[inhibitor]
28	CC(=O)OCCOc1nc(N(C)C)nc(N(C)C)n1
 : -1%	-3%	12%	u	0%	0%[38.3 µM]	7%
29	O=C(N/N=C/c1ccccc1F)c1csc2c1CCCC2
 : 18%	4%	8.9µM*	4%	-5%	11%[38.3 µM]	-53%[inhibitor]
30	Cc1ccc(-c2cnc3n2CCCCC3)cc1
 : -17%[46 µM]	-6%	-11%	2%	3%	24%	-3%[10 µM]

Values run as follows: LMNA splice mod	CBFb RUNX1 block	SMN2 splice up	HttQ103 aggreg	Luc counter	IMPase Li inh	HTT ATP protect
31	Cc1ccc(S(=O)(=O)N2CCN(Cc3cccc(C)c3O)CC2)cc1
 : -9%	5%	-11%	u	1%	2%	5%[10 µM]
32	Cc1ccc(C(c2nnnn2C(C)(C)C)N(Cc2ccco2)Cc2cccs2)cc1 (centres undefined)
 : u	2%	-16%	-8%	0%	40%[activator][38.3 µM]	-21%
33	O=C(CCC(=O)Nc1ccccc1Cl)N/N=C1\CCCc2ccccc21
 : 1%	-2%	-4%	-3%	-3%	0%	x
34	O=C(Nc1ccc(Cl)c(S(=O)(=O)N2CCOCC2)c1)c1cc(-c2ccccn2)nc2ccccc12
 : u	-17%	-1%	-5%	1%	4%	19%[10 µM]
35	O=C(CC(=O)N/N=C/c1c(F)cccc1Cl)NCc1ccccc1
 : 14%[46 µM]	-3%	x	9%[9.22 µM]	-7%	-3%	9%[10 µM]
36	CC(C)CNC(=O)CCc1c[nH]c2ccccc12
 : -5%	1%	x	0%	x	x	-29%
37	Nc1nc(-c2ccc(-c3ccccc3)cc2)cs1
 : u	-16%	0.5µM*	13%	-17%	-7%	-129%[inhibitor]
38	COc1ccc(C(C)(C)C)cc1NC(=O)COC(=O)c1cnc(C)cn1
 : 3%	2%	-6%	13%	-3%	-6%[38.3 µM]	-6%
39	N=C1/C(=C/c2cccn2-c2cccc([N+](=O)[O-])c2)C(=O)N=C2SC=CN12
 : -11%	1%	-8%	7%	1%	0%	-10%[10 µM]
40	COc1ccc(NC(=S)N2CCCN(Cc3cccc(Cl)c3)C2)cc1
 : -8%[46 µM]	-7%	-3%	-18%	-3%	7%	-20%
41	N=C(N)SCC1=CCS(=O)(=O)C1
 : x	7%	x	1%[9.22 µM]	x	x	16%[10 µM]
42	Cc1cc(C(F)F)n2nc(C(=O)O)nc2n1
 : 4%	9%	-3%	-5%	0%	0%[38.3 µM]	-18%[10 µM]
43	COc1ccc(-c2nnnn2C(C)C)cc1S(=O)(=O)Nc1ccccc1
 : x	3%	x	-8%[9.22 µM]	x	x	22%[10 µM]
44	CCN=c1scc(-c2ccc(F)cc2)n1/N=C/c1ccccn1
 : u	u	13µM*	u	2%	8%	-80%[inhibitor]
45	CC(=O)C(Sc1nccc(-c2cccs2)n1)C(C)=O
 : 14%[46 µM]	11%	29%	-11%	1%	-7%	-8%[10 µM]
46	CC(C(=O)NC1CCCC1)N(C(=O)c1ccc(-c2ccccc2)[nH]1)c1ccccc1F (centres undefined)
 : u	-13%	x	u	-5%	6%[38.3 µM]	-80%[inhibitor]
47	CN1C(=O)C2(c3ccccc31)N(C)CC(c1ccccn1)C21SC(=S)N(Cc2ccco2)C1=O (centres undefined)
 : -3%	u	5%	14%	1%	7%[38.3 µM]	-13%

Nine structures from above, ordered by count of non-hydrogen atoms, high to low.
Values run as follows: LMNA splice mod	CBFb RUNX1 block	SMN2 splice up	HttQ103 aggreg	Luc counter	IMPase Li inh	HTT ATP protect
34	O=C(Nc1ccc(Cl)c(S(=O)(=O)N2CCOCC2)c1)c1cc(-c2ccccn2)nc2ccccc12
 : u	-17%	-1%	-5%	1%	4%	19%[10 µM]
46	CC(C(=O)NC1CCCC1)N(C(=O)c1ccc(-c2ccccc2)[nH]1)c1ccccc1F (centres undefined)
 : u	-13%	x	u	-5%	6%[38.3 µM]	-80%[inhibitor]
32	Cc1ccc(C(c2nnnn2C(C)(C)C)N(Cc2ccco2)Cc2cccs2)cc1 (centres undefined)
 : u	2%	-16%	-8%	0%	40%[activator][38.3 µM]	-21%
33	O=C(CCC(=O)Nc1ccccc1Cl)N/N=C1\CCCc2ccccc21
 : 1%	-2%	-4%	-3%	-3%	0%	x
31	Cc1ccc(S(=O)(=O)N2CCN(Cc3cccc(C)c3O)CC2)cc1
 : -9%	5%	-11%	u	1%	2%	5%[10 µM]
35	O=C(CC(=O)N/N=C/c1c(F)cccc1Cl)NCc1ccccc1
 : 14%[46 µM]	-3%	x	9%[9.22 µM]	-7%	-3%	9%[10 µM]
44	CCN=c1scc(-c2ccc(F)cc2)n1/N=C/c1ccccn1
 : u	u	13µM*	u	2%	8%	-80%[inhibitor]
45	CC(=O)C(Sc1nccc(-c2cccs2)n1)C(C)=O
 : 14%[46 µM]	11%	29%	-11%	1%	-7%	-8%[10 µM]
41	N=C(N)SCC1=CCS(=O)(=O)C1
 : x	7%	x	1%[9.22 µM]	x	x	16%[10 µM]
